ARFGAP1 inh: inhibits rat ARF GTPase activating protein 1. AID 651572. actives 0.26% (n = 360,000). Arfgap1-stimulated ARF1 GTP hydrolysis, GDP FP detection. Q62848. inhibition, % at 16.5 µM;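 active means inhibition above a per-plate limit, mean inhibition of low control wells plus 3 SD, cut at about 25% in these data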;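 further: 0% = DMSO wells with enzyme and 100% = wells lacking Arfgap1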
Target sequence (Q62848 1-136 limits assumed): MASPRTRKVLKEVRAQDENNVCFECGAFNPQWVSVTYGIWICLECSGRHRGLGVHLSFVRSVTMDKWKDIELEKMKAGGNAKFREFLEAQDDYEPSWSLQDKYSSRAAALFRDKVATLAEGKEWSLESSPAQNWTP
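System: truncated rat Arfgap1 GAP domain / Benchmarks: high control wells lacking Arfgap1, low control full reaction with DMSO / Times: compound-enzyme preincubation 20 min, reaction 120 min, detection 60 min, 25 °C / Repeats: one replicate per compound / Also added: human ARF1(Δ1-17)-GTP substrate / Measured by: Tracer-displacement fluorescence polarization with EDTA stop, 620/688 nm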
ADAM17 inh: inhibitors of human ADAM17. P78536. recombinant ADAM17, EDANS/DABCYL FRET peptide cleavage. inhibition, % at 6.95 µM. actives 0.83% (n = 370,000). AID 720648;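 active means inhibition above the mean of compounds lying between control limits plus 3 SD, set per campaign, cut at about 8.5% in these data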;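 further: 0% = DMSO-only wells as the low control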
Target sequence (P78536 215-824 limits assumed): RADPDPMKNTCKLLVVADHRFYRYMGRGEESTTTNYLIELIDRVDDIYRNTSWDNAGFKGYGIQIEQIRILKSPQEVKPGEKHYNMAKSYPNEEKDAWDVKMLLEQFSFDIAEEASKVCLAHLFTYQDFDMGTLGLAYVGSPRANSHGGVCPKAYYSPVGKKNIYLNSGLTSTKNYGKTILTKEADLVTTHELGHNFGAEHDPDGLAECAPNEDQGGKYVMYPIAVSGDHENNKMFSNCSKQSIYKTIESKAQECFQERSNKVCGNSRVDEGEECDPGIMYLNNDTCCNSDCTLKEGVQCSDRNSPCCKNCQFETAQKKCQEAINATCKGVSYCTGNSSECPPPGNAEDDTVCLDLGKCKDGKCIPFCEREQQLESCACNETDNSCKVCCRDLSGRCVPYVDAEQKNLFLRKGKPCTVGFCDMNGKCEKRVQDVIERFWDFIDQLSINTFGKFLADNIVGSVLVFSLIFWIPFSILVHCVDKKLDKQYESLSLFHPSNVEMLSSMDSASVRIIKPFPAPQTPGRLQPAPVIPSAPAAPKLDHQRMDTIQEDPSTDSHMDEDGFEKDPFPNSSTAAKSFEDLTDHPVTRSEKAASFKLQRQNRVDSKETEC
Tn7 DDE FP: inhibitors of Tn7 peptide binding to human fibrin DD(E); inhibition, % at 8.3 µM; FP displacement of FITC-Tn7 peptide from fibrin DD(E); 0% = median of compound wells per plate; actives 0.13% (n = 370,000);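 active means inhibition above the mean of compounds falling within the control limits plus 3 SD of them, cut at about 14% in these data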;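 further: 0% = plate median of compound wells and 100% = 10 µM Aha-Tn7 peptide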
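Assay system: Human fibrin DD(E) protein | Medium: Tris buffer with calcium and detergent, pH 7.8 | Reagent: 0.1 µM fluorescent Tn7 | Compound dosing: Single point at 8.3 µM | Times: 10 min preincubation, 3 h with tracer, room temperature | Detection: Fluorescence polarization of the labelled Tn7 tracer | Controls: Aha-Tn7 high control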
KLK7 zymogen act: activates the human kallikrein-7 zymogen. P49862. activation, % at 7 µM. actives 0.9% (n = 370,000). purified proKLK7, EDANS-DABCYL substrate fluorescence; 100% is mature enzyme control, 0% vehicle;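 active means activation above the mean of all tested compounds plus 3 SD, computed per campaign excluding outliers beyond control limits, cut at about 13% in these data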
Target sequence (P49862 whole entry, looked up): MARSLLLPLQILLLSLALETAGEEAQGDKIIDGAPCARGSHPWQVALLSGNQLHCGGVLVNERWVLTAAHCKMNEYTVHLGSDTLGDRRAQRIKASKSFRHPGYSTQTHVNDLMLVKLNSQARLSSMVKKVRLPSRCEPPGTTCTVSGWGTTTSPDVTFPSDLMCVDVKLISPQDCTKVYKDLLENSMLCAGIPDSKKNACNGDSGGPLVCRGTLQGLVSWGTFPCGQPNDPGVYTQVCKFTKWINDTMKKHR
PLC-gamma1 inh: blocks human PLC-gamma1 enzyme activity; P19174; purified PLC-gamma1, fluorogenic substrate, fluorescence; inhibition, % at 12.2 µM; actives 0.84% (n = 370,000); AID 720700; in the data active means inhibition above about 9.5%
PLCb3 inh: inhibitors of human phospholipase C beta3. Purified PLC-beta3, fluorogenic substrate, fluorescence. inhibition, % at 12.2 µM. actives 0.18% (n = 370,000). AID 720704; in the data active means inhibition above about 11%;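 further: 0% = median of compound wells on plate and 100% = full blocker control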
Tn6 DDE FP: DD(E)-Tn6 binding inhibition, primary FP screen; P02675; inhibition, % at 8.3 µM; actives 0.21% (n = 370,000); Fibrin DD(E) TRITC-Tn6 fluorescence polarization displacement;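 active means inhibition above a per-campaign cutoff: mean of compounds within control limits plus 3 SD, cut at about 15% in these data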;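 further: 0% = median of all compound wells on the plate and 100% = blocking peptide control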
MBD2 DNA inh: blocks human MBD2 binding to methylated DNA. actives 0.31% (n = 370,000). inhibition, % at 4.4 µM. Q9UBB5. TR-FRET, MBD2 binding to methylated oligonucleotide. AID 686964; in the data active means inhibition above about 13%
ASAP1 GAP inh: ASAP1 ArfGAP inhibition; inhibition, % at 16.5 µM; ASAP1-stimulated ARF1 GTP hydrolysis, GDP FP detection; actives 0.19% (n = 360,000); in the data active means inhibition above about 25%;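 further: 0% = vehicle with enzyme and substrate and 100% = no enzyme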
UHRF1 binding: UHRF1 methyl-DNA binding inhibition; inhibition, % at 4.4 µM; UHRF1 binding to methylated oligo, TR-FRET; actives 0.75% (n = 370,000); AID 687016; in the data active means inhibition above about 21%;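 further: UHRF1 SRA domain binding a hemimethylated CpG hairpin DNA probe; 0% = median of test compound wells and 100% = reference inhibitor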
An asterisk follows results filed as active; x = no result given.

SMILES | ARFGAP1 inh | ADAM17 inh | Tn7 DDE FP | KLK7 zymogen act | PLC-gamma1 inh | PLCb3 inh | Tn6 DDE FP | MBD2 DNA inh | ASAP1 GAP inh | UHRF1 binding
O=C(NCCN1CCOCC1)c1ccc(N2CCCC2)c([N+](=O)[O-])c1 | 8 | 1 | -2 | 0.1 | 2 | 6 | 2 | -13 | -11 | -6
CCN(CC)c1nc(N)nc(NS(=O)(=O)c2ccc(Cl)cc2)n1 | 3 | -1 | -6 | 0.4 | 3 | 1 | -7 | -6 | -9 | 0
CCCS(=O)(=O)NCCc1csc(-c2ccc(OC)c(OC)c2)n1 | 7 | -57 | -7 | 0.6 | -6 | -15 | 9 | -3 | 12 | 4
CCCSc1nnc(NC(=O)Nc2ccc(F)cc2)s1 | 2 | -2 | 3 | 0.5 | 1 | -3 | -4 | -1 | -6 | -1
COc1ccc(C2Nc3ccccc3C(=O)N2c2ccc(C)cc2)cc1Cn1cc([N+](=O)[O-])cn1 (stereo unspecified) | -10 | -5 | -3 | -0.3 | -8 | -8 | -1 | 3 | -10 | -4
NC(=O)C1CCN(CC(=O)Nc2cccc(C(=O)Nc3cccc(C(F)(F)F)c3)c2)CC1 | -1 | -3 | -5 | 0.0 | -2 | 0 | -1 | 4 | -6 | 2
O=C1C2C3C=CC(CC3)C2C(=O)N1c1ccc(Cl)cc1 (stereo unspecified) | 3 | 0 | -8 | -0.4 | 1 | -4 | 3 | -5 | -4 | 1
COCCN(C(=O)COC(=O)CCC(=O)c1ccc(Cl)cc1)c1c(N)n(Cc2ccccc2)c(=O)[nH]c1=O | 12 | 0 | -2 | 0.5 | -1 | -11 | 9 | -4 | 7 | 3
O=C(CCS(=O)(=O)c1ccccc1)OCC(=O)N1CCN(S(=O)(=O)c2ccc(Cl)cc2)CC1 | 11 | 3 | -2 | 0.0 | -1 | -3 | -8 | 1 | 7 | -1
O=C(c1ccc(F)cc1F)N1CCN(S(=O)(=O)c2ccc3c(c2)OCCO3)CC1 | -3 | 1 | 1 | 0.1 | 2 | -2 | 8 | 1 | -2 | 0
COc1ccc(S(=O)(=O)Nc2ccccc2Cl)cc1NC(C)=O | -2 | -2 | -7 | -0.1 | 0 | 0 | 0 | 3 | -6 | -3
O=c1cc(-c2cccc(F)c2)oc2ccccc12 | -10 | 0 | -4 | -0.7 | 0 | 2 | 8 | -3 | -6 | -13
O=C(COC(=O)c1cccc(OC(F)F)c1)NCC1CCCO1 (stereo unspecified) | 7 | -2 | 1 | -0.3 | 5 | 4 | 3 | 5 | 10 | 0
CC(O)C(NS(=O)(=O)c1ccc(Cl)cc1)C(=O)OCc1cc([N+](=O)[O-])cc2c1OCOC2 (stereo unspecified) | -1 | -7 | 5 | 0.1 | -4 | -7 | 2 | 1 | 5 | 2
CCN1CC2([N+](=O)[O-])C=CC(=O)C([N+](=O)[O-])(C1)C2CC(=O)c1ccccc1 (stereo unspecified) | 0 | -3 | 3 | -0.1 | -5 | -3 | -5 | -4 | -7 | -5
Cc1cccnc1NC(=O)CCC(=O)c1cccs1 | -9 | -4 | 3 | 0.0 | -6 | -11 | 6 | 1 | 9 | -3
CN(Cc1ccccc1)C(=O)c1nc2ccccn2c1CNCCOc1cccnc1 | -8 | 1 | -7 | 0.1 | 4 | -4 | 1 | 1 | 10 | 5
CCOc1ncccc1C(=O)Nc1ccc(F)cc1 | 0 | -3 | -6 | 0.3 | -1 | -2 | -7 | 1 | 8 | -1
CC1CCN(C(=O)c2[nH]c(C(F)(F)F)nc2-c2ccccc2)CC1 | -3 | -3 | 2 | -0.8 | -1 | -3 | -3 | 1 | -7 | -1
CCOC(=O)c1c(C)[nH]c(C(=O)OCC(=O)N2CCc3ccccc32)c1C | 1 | -4 | 1 | -0.5 | 0 | 0 | -8 | 1 | 14 | 0
CCC(C)c1ccc(NC(=S)N2CCN(S(C)(=O)=O)CC2)cc1 (stereo unspecified) | -3 | 0 | -3 | -0.7 | 3 | -5 | -2 | 1 | -7 | -2
O=c1[nH]c(SCc2n[nH]c(=S)n2-c2ccccc2)nc2sc3c(c12)CCC3 | -5 | -2 | 2 | -0.2 | -1 | -1 | 3 | 3 | -11 | -2
CSc1ncccc1C(=O)OCC(=O)Nc1cc(C(F)(F)F)ccc1N1CCOCC1 | 2 | 0 | 3 | 0.6 | 2 | -4 | 10 | 0 | 11 | 2
CCOC(=O)COc1c(Cl)cc(C2NC(=S)NC(c3ccccc3)=C2C(C)=O)cc1OC (stereo unspecified) | -2 | 3 | 0 | 0.2 | 3 | 6 | -2 | -3 | -7 | -3
O=C(Nc1cccc(O)c1)c1ccc(NC(=O)C2CCCO2)cc1 (stereo unspecified) | -11 | 4 | 0 | 0.4 | 6 | -1 | -3 | 3 | 10 | 6

Reprinted from the part before: 4 compounds; new compounds follow.
SMILES | ARFGAP1 inh | ADAM17 inh | Tn7 DDE FP | KLK7 zymogen act | PLC-gamma1 inh | PLCb3 inh | Tn6 DDE FP | MBD2 DNA inh | ASAP1 GAP inh | UHRF1 binding
O=c1[nH]c(SCc2n[nH]c(=S)n2-c2ccccc2)nc2sc3c(c12)CCC3 | -5 | -2 | 2 | -0.2 | -1 | -1 | 3 | 3 | -11 | -2
CSc1ncccc1C(=O)OCC(=O)Nc1cc(C(F)(F)F)ccc1N1CCOCC1 | 2 | 0 | 3 | 0.6 | 2 | -4 | 10 | 0 | 11 | 2
CCOC(=O)COc1c(Cl)cc(C2NC(=S)NC(c3ccccc3)=C2C(C)=O)cc1OC (stereo unspecified) | -2 | 3 | 0 | 0.2 | 3 | 6 | -2 | -3 | -7 | -3
O=C(Nc1cccc(O)c1)c1ccc(NC(=O)C2CCCO2)cc1 (stereo unspecified) | -11 | 4 | 0 | 0.4 | 6 | -1 | -3 | 3 | 10 | 6
c1ccc(Oc2nc(-c3ccccn3)nc3ccccc23)cc1 | -5 | -3 | 0 | 0.6 | -3 | -6 | -1 | 3 | -9 | -8
COc1cc(OC)cc(C(=O)NCCc2ccc(OC)c(OC)c2)c1 | -12 | 2 | 0 | -0.3 | 5 | -4 | 1 | -1 | 10 | -2
CCCN(CC1CC1)C(=O)COC(=O)c1ccc(C)cc1O | -1 | -6 | 1 | -0.7 | -2 | 2 | 0 | 3 | -6 | 1
Cc1ccc(S(=O)(=O)N2CCN(C(=O)COC(=O)COc3cccc(C(F)(F)F)c3)CC2)c(C)c1 | 9 | 6 | -5 | -0.3 | 2 | -1 | 0 | 1 | -8 | 1
C[C@H](NC(=O)c1nc[nH]c1C(=O)N1CCN(c2ccccc2)CC1)C(=O)OC(C)(C)C | 1 | 3 | 2 | -0.7 | -4 | -3 | 0 | -6 | -17 | -1
CCOCC(=O)Nc1cc(C(=O)OC)ccc1C(=O)OC | -8 | -21 | 1 | 0.8 | -18 | -22 | -3 | 3 | -4 | 2
Cc1cc2c(c(C)c1Cl)C(c1ccc3c(c1)OCO3)CC(=O)O2 (stereo unspecified) | 4 | 4 | -5 | 0.8 | -2 | -1 | -2 | -2 | 7 | 1
Cc1ccc(-c2nn3c(C)nnc3c3ccccc23)cc1S(=O)(=O)NCc1ccccc1 | 4 | 2 | -8 | -0.1 | 1 | 3 | 11 | -7 | 14 | 2
CC1(C)Cc2c(sc(NC(=O)COc3cccc4ccccc34)c2C#N)C(C)(C)N1 | 7 | 4 | 0 | -0.5 | 8 | -9 | 0 | -14 | 0 | -26
O=c1c2ccccc2nc(/C=C/c2cc(Br)ccc2O)n1CCCO | 6 | -1 | -5 | 1.4 | -260 | -361 | -4 | -2 | 3 | 0
O=C1c2ccccc2C(O)(c2ccccc2)N1c1ccncc1 (stereo unspecified) | 5 | -1 | -5 | 0.1 | 1 | -6 | 3 | -1 | 12 | 1
Cc1cc(NC(=O)c2ccc3c(c2)OCCO3)ccc1NC(=O)c1cc2ccccc2o1 | 20 | -1 | -6 | -41 | 0 | -8 | -1 | 2 | -7 | -2
O=S(=O)(c1ccc(NC(=S)NCc2ccco2)cc1)N1CCCCC1 | 0 | -2 | 2 | -0.2 | 1 | -12 | -8 | 6 | -6 | 5
Cc1nc(NC(=O)CSc2nnc(C3CC3)n2C)sc1C | -7 | 1 | -7 | 0.0 | 8 | -1 | -4 | -1 | 1 | 0
CC(C)CN(C(=O)c1ccco1)C1CCS(=O)(=O)C1 (stereo unspecified) | -4 | 0 | 1 | -1.0 | 6 | -9 | -2 | 0 | 9 | -1
Cc1ccc(S(=O)(=O)N2CCOC23CCN(S(=O)(=O)c2c(C)cc(C)cc2C)CC3)cc1 | 0 | 2 | 2 | -0.8 | 4 | -4 | 6 | -8 | 5 | -1
COc1cc(OC)cc(C(=O)NNC(=O)CN2C(=O)NC(C)(c3ccccc3)C2=O)c1 (stereo unspecified) | 22 | -4 | -5 | 0.1 | -3 | -3 | -3 | 2 | 2 | -2
Cc1ccc(NC(=O)c2ccc(F)cc2F)cc1 | 1 | -1 | -2 | 0.6 | 1 | -2 | -5 | 0 | 8 | -3
CCOC(=O)[C@@]12CN(C(=O)OC(C)(C)C)CC=C1N(Cc1ccc(OC)cc1)C(=O)[C@H]2CC(=O)NCc1cccc(C(F)(F)F)c1 | x | 5 | 1 | 0.5 | -2 | -6 | -1 | 2 | x | -1
C=CCOc1ccc2ccccc2c1CNn1cn[nH]c1=S | 1 | 4 | -5 | 0.6 | 0 | -5 | -6 | -2 | 3 | 3
COc1cc(OC)c(C(=O)O/N=C(\N)c2ccccc2)cc1OC | 10 | -5 | -1 | 0.2 | -15 | -29 | -2 | -1 | 4 | 4
NNC(=O)C(Cc1cnc[nH]1)NC(=O)OCc1ccccc1 (stereo unspecified) | 9 | -4 | 6 | -0.6 | 4 | -10 | 2 | 1 | 1 | -1
O=C(OCc1cc(-c2ccccc2)no1)c1ccc2ccccc2n1 | 19 | -1 | -4 | 0.3 | -2 | -3 | 8 | 0 | -3 | 1
COc1ccc(-n2c3c(cc(C(=O)NNc4ccccc4C)c2=O)C(=O)CC(C)(C)C3)cc1 | -4 | -1 | 5 | 0.2 | 0 | 0 | 1 | 5 | 10 | -3
Cc1ccc2[nH]c(C(=O)O)c(NC(=O)c3ccccc3[N+](=O)[O-])c2c1 | -1 | -5 | -2 | -0.1 | 0 | -2 | -2 | -8 | 17 | 0
CC(NC(=O)NCCCn1ccnc1)(C(F)(F)F)C(F)(F)F | -12 | -2 | -5 | 0.6 | 2 | 2 | -6 | -1 | -2 | -1
COc1ccccc1/C=C1\SC(=O)N(CC(=O)NCCCn2ccnc2)C1=O | -3 | -6 | 1 | 0.7 | -3 | 0 | -5 | -4 | 1 | 1
CCOC(=O)CCCCC(=O)c1[nH]c(=O)[nH]c1CSc1nc(-c2ccccc2)c(C#N)c(=O)[nH]1 | -2 | 0 | -3 | -4.8 | -16 | -11 | -2 | -1 | -5 | -2
O=C(CSc1nnc(COc2ccccc2Cl)o1)NC(=O)NC1CCCC1 | 21 | 0 | 1 | -0.4 | -1 | -4 | 1 | 8 | 4 | 8
Cc1cc(C)c(S(=O)(=O)N2CCN(CCO)CC2)c(C)c1 | 5 | -2 | -9 | -0.1 | -1 | 2 | -2 | 1 | -12 | 1

Source: PubChem BioAssay (The Scripps Research Institute Molecular Screening Center)
